SENP1 FRET inh: blocks the human SENP1 SUMO protease catalytic domain; recombinant SENP1 catalytic domain, CyPet-SUMO1-YPet FRET cleavage; inhibition, % at 10 µM; hit rate 0.21% among 360,000;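 active = inhibition at least 30% at 10 µM, raw YFP signal under a set limit, fluorescence ratio 0.5 to 1.5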;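 note: 0% = enzyme with DMSO and 100% = no enzyme wells; some results filed as inactive read as strong as hits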
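Controls: no-enzyme wells low, DMSO-plus-enzyme wells high control. Test system: human recombinant His6-tagged SENP1 catalytic domain enzyme. Reagent: SFCypet-SUMO1-SFYpet FRET protein substrate, 25 nM final. Doses: one dose per compound, 10 µM, 0.5% DMSO. Detection: FRET, CFP and YFP emission. Timing: 50 min reaction at room temperature.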
Apaf-1 inh: inhibitors of human Apaf-1 apoptosome; AID 489030; reconstituted apoptosome caspase-3 activity, DEVD-Rh110 fluorescence; inhibition, % at 20 µM; O14727; hit rate 0.71% among 330,000; active = inhibition of at least 40% at 20 µM;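 note: plate controls were DMSO wells for no effect and DEVD-CHO caspase inhibitor wells for full effect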
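System – cell-free apoptosome with Apaf-1, procaspase-3 and caspase-9 · Buffer or medium – pH 7.5 Hepes buffer with CHAPS, BSA, DTT · Also added – cytochrome c with DEVD-Rh110 · Times – 30 min compound preincubation, 50 min activation, room temperature · Technique – Rh110 fluorescence intensity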
SENP8 block-1: blocks human SENP8 cleavage of Nedd8 substrate | recombinant SENP8, Nedd8 substrate fluorescence | inhibition, % at 20 µM | hit rate 0.64% among 360,000 | AID 602440; in the data active = inhibition mostly above about 40%, no sharp cut-off; inactive = mostly below about 27%
Target sequence (Q96LD8 whole entry, looked up): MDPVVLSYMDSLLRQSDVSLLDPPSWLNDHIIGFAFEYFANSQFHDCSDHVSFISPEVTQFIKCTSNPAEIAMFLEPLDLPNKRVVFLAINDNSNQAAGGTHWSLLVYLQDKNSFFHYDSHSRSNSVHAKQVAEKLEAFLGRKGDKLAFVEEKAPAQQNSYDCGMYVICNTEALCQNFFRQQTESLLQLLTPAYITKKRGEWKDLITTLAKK
UBC13 polyUb: blocks human UBC13 polyubiquitin chain formation; P61088; TR-FRET; inhibition, % at 20 µM; hit rate 0.47% among 330,000; in the data active = inhibition above about 45%, passing the limit was not always enough; inconclusive = no clear call, values can overlap the other calls
SENP6 inh: blocks the human protease SENP6 | Recombinant SENP6 catalytic domain, aminoluciferin luminescence | inhibition, % at 10 µM | hit rate 1.8% among 330,000;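 active = inhibition above about 50% at the single tested dose, limit read from the data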;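 note: plate controls were DMSO wells with enzyme for no effect and DMSO wells lacking enzyme for full effect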
Target sequence (Q9GZR1 628-1112 limits assumed): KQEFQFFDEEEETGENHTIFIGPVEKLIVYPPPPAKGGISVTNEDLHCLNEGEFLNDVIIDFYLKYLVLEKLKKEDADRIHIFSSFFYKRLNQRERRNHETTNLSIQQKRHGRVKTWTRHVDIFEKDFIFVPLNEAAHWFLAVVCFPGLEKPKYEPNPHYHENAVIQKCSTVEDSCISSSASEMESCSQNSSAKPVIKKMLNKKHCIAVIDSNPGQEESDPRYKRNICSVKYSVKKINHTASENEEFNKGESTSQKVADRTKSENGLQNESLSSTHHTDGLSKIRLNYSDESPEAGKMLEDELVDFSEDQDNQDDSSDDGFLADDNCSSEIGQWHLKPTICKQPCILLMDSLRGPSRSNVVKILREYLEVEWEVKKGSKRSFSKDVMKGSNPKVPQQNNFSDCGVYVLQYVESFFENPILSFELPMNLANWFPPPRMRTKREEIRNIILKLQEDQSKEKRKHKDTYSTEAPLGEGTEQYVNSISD
SENP7 block: SENP7 protease inhibition; Q9BQF6; recombinant SENP7, Z-RLRGG-aminoluciferin luminescence, 40 min; inhibition, % at 5 µM; hit rate 1.5% among 330,000;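 active = inhibition above about 50% at the single test dose, limit read from the data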;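 note: plate controls were DMSO with enzyme for no effect and no enzyme buffer wells for full effect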
SENP8 block-2: inhibitors of human SENP8 protease; Q96LD8; purified SENP8, Z-RLRGG-aminoluciferin cleavage, luminescence; inhibition, % at 10 µM; hit rate 1.2% among 330,000; AID 2540; in the data active = inhibition above about 50%
APOBEC3G inh: APOBEC3G (human) deaminase inhibition. inhibition, % at 20 µM. hit rate 0.28% among 330,000. Q9HC16. recombinant A3G, ssDNA deamination FAM/TAMRA fluorescence;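 active = inhibition of at least 40% at 20 µM, with no more than 30% in the related APOBEC3A deaminase screen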;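 note: plate controls were DMSO wells with A3G for no effect and wells lacking A3G enzyme for full effect; some compounds called inactive have numbers as strong as hits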
Target sequence (Q9HC16 whole entry, looked up): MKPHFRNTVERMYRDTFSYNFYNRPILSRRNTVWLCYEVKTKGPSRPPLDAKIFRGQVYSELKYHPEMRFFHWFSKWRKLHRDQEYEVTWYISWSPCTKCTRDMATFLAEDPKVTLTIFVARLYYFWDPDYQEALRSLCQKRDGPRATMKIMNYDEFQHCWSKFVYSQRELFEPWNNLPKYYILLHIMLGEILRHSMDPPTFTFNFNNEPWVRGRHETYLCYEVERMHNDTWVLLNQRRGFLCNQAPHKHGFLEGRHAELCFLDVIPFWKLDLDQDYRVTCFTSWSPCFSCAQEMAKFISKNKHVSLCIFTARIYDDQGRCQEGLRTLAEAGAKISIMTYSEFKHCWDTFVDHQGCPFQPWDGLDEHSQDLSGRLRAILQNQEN
Active calls of the source: *; ? = inconclusive; . = no result given. Not all compounds are listed, so the mix of outcomes need not match the whole.

SMILES	SENP1 FRET inh	Apaf-1 inh	SENP8 block-1	UBC13 polyUb	SENP6 inh	SENP7 block	SENP8 block-2	APOBEC3G inh
O=C(COc1ccc(Cl)cc1)N1CCN(Cc2ccc([N+](=O)[O-])cc2)CC1	2	10	22	10	-2	-3	1	-7
Cc1ccc(S(=O)(=O)NCC2CCC(C(=O)N3CCC4(CC3)OCCO4)CC2)cc1 (centres undefined)	2	2	20	?	-12	12	-6	-3
CC/C(=N\Nc1ccccc1)c1c(O)n(C)c(=O)n(C)c1=O	1	-2	15	8	-6	6	-1	-4
CC(=NCCN1CCCCC1)c1c(O)[nH]c(=O)[nH]c1=O	-14	-5	6	-1	-4	-4	-7	2
O=c1c2ccccc2nc(/C=C/c2ccccc2F)n1-c1ccccc1O	2	13	-30	0	-2	1	-3	-4
CCCCCCN=Cc1c(O)n(C)c(=O)n(C)c1=O	3	13	18	-4	-16	12	3	-2
Cc1cccc(N=Nc2ccc(N(C)C)cc2)c1	4	6	16	-70	90*	87*	84*	-4
COc1ccc2[nH]c3c(c2c1)CCN[C@H]3C	-13	9	-12	11	2	-4	0	-7
Cc1cccc(N2C(=O)/C(=C/c3ccc(CN(CCC#N)S(C)(=O)=O)o3)C(=O)NC2=S)c1	4	9	-25	-37	-1	9	-12	30
Cc1ccc(N)c(C(=O)c2ccccc2)c1	2	-18	10	6	-43	6	-3	-10
COC(=O)C1=C(c2ccc(F)cc2OCc2ccccc2)C[C@@H]2CC[C@H]1N2C(=O)NCc1ccc(F)cc1	2	10	22	6	-8	3	7	-5
Cc1ccc(N)c(C)c1	-2	-5	13	-5	-21	-7	-16	-7
Cc1ccc2nc3c(cc2c1)CC1(C(=O)N(C)C(=O)N(C)C1=O)C1CCCCN31 (centres undefined)	-4	11	-126	3	-1	0	-3	0
CCOc1ccc(NC(=O)N2C[C@H]3C[C@@H](C2)c2cccc(=O)n2C3)cc1	3	-9	42*	-1	0	-3	-1	-4
COc1ccc(C2SCC(=O)Nc3c2c(=O)[nH]n3C2CCCCCC2)cc1 (centres undefined)	1	2	26	-1	4	2	0	-7
CN1CCc2cc3c(c4c2C1Cc1ccccc1-4)OCO3 (centres undefined)	-27	91*	-293	-118	70*	50*	64*	11
c1cc2c(cc1CCNC1CCCCCC1)OCO2	1	1	21	2	-7	2	-7	-3
Cc1ccc(Cn2nnnc2CN2CCC(n3nnc4cc(C)ccc43)CC2)cc1	-6	22	17	13	-10	1	-5	-1
COc1ccc(-c2nn(CCC#N)cc2C(=O)NCc2ccccc2)cc1[N+](=O)[O-]	0	-15	25	2	-3	13	-11	-10
CN(C(=O)Cc1ccc(Cl)c(Cl)c1)C(CN1CCCC1)c1cccc(OCC(=O)O)c1 (centres undefined)	1	-7	1	9	7	3	3	-7
CC(=NCCN(C)C)c1c(O)n(Cc2ccccc2)c(=O)[nH]c1=O	0	-23	8	2	0	0	6	-5
O=c1c2ccccc2nc(-c2ccoc2)n1-c1ccccc1Cl	1	8	9	-6	-27	-12	-10	1
Cc1ccc2c(c1)CNc1ccccc1O2	2	-2	17	12	-1	1	-4	-2
COc1ccc(C2c3c(nc(C)[nH]c3=O)Oc3c2c(=O)oc2ccccc32)cc1 (centres undefined)	.	-15	.	8	3	5	7	-3
CCOP(=O)(OCC)C(NC(=O)C(C)C)C(Cl)(Cl)Cl (centres undefined)	1	-6	17	5	-6	2	-4	-1

Compounds above containing sulfur (three):
SMILES	SENP1 FRET inh	Apaf-1 inh	SENP8 block-1	UBC13 polyUb	SENP6 inh	SENP7 block	SENP8 block-2	APOBEC3G inh
Cc1ccc(S(=O)(=O)NCC2CCC(C(=O)N3CCC4(CC3)OCCO4)CC2)cc1 (centres undefined)	2	2	20	?	-12	12	-6	-3
Cc1cccc(N2C(=O)/C(=C/c3ccc(CN(CCC#N)S(C)(=O)=O)o3)C(=O)NC2=S)c1	4	9	-25	-37	-1	9	-12	30
COc1ccc(C2SCC(=O)Nc3c2c(=O)[nH]n3C2CCCCCC2)cc1 (centres undefined)	1	2	26	-1	4	2	0	-7

The main list resumes, repeating the four entries before the break.
SMILES	SENP1 FRET inh	Apaf-1 inh	SENP8 block-1	UBC13 polyUb	SENP6 inh	SENP7 block	SENP8 block-2	APOBEC3G inh
O=c1c2ccccc2nc(-c2ccoc2)n1-c1ccccc1Cl	1	8	9	-6	-27	-12	-10	1
Cc1ccc2c(c1)CNc1ccccc1O2	2	-2	17	12	-1	1	-4	-2
COc1ccc(C2c3c(nc(C)[nH]c3=O)Oc3c2c(=O)oc2ccccc32)cc1 (centres undefined)	.	-15	.	8	3	5	7	-3
CCOP(=O)(OCC)C(NC(=O)C(C)C)C(Cl)(Cl)Cl (centres undefined)	1	-6	17	5	-6	2	-4	-1
CCN(CC)C(=O)Cn1cc(C=C2C(=O)N(C)C(=O)N(C)C2=O)c2ccccc21	6	-4	5	-21	5	2	9	-5
O=C(O)c1ccccc1-c1ccc(C=C2C(=O)N(c3ccccc3)C(=S)N(c3ccccc3)C2=O)o1	-1	22	-89	-18	15	5	11	23
Cc1[nH]c2ccccc2c1C(=O)C(=O)N1CC2CC(C1)c1cccc(=O)n1C2 (centres undefined)	1	-12	1	-8	6	2	-3	-7
CC(Cc1ccccc1Sc1ccccc1)N(C)C (centres undefined)	2	-3	13	9	-6	4	-2	-10
COc1ccc(NC2(C#N)CCCCC2)cc1	1	2	13	-6	-13	-7	-8	-8
O=C(c1ccc2c(c1)OCO2)N1CCC2(CC1)OCCO2	3	-20	14	-4	3	1	3	-6
CCCCn1c(O)c(C(C)=NCC2CCCO2)c(=O)[nH]c1=O (centres undefined)	0	3	16	9	7	5	5	-3
CC1=NN=C(c2ccc(N)cc2)c2cc3c(cc2C1)OCO3	43*	8	-132	-10	-20	1	-7	-3
Cc1ccc(C2=NN(CCC(=O)N3CCC4(CC3)OCCO4)C(=O)CC2)cc1	2	-26	28	16	-25	-3	-9	-7
COc1ccc(C(=O)C2CCCN(Cc3cnc(C)s3)C2)cc1OC (centres undefined)	2	-9	11	5	4	4	4	-2
COC(=O)C1=C(c2c(C)noc2C)C[C@@H]2CC[C@H]1N2C(=O)N1CCC(O)CC1	2	-3	-101	3	9	7	1	-8
CC(C)CC(C)N (centres undefined)	-1	-13	4	1	-11	1	3	-12
CCCCOC(=O)c1ccccc1C(=O)OCCCC	0	8	14	5	-10	5	-4	-7
O=c1cccc2n1CC1CC2CN(S(=O)(=O)c2ccc(F)cc2)C1 (centres undefined)	-2	-3	-1	5	9	2	6	5
COC(=O)C1C2c3ccccc3OC1(C)N=c1s/c(=C/c3cnn(C)c3C)c(=O)n12 (centres undefined)	2	1	14	1	-34	-1	0	-5
CC(NCC#Cc1ccccc1)C(O)c1ccccc1 (centres undefined)	1	-4	12	-17	-8	-6	-7	-1
Cc1nn(Cc2ccccc2)c(Cl)c1C(=O)OCC(=O)NCC1CCCO1 (centres undefined)	0	5	15	-9	-3	-3	-4	-4
Cc1ccc(C2SCC(=O)Nc3c2c(=O)[nH]n3C2CCOC(C)(C)C2)cc1 (centres undefined)	2	-11	15	4	0	0	9	-10
FCCN(CCF)c1cccc(Cl)c1	.	4	.	0	-4	2	3	-3
CCOc1ccccc1-n1c(O)c(C=NCc2ccc3c(c2)OCO3)c(=O)[nH]c1=O	2	-6	12	4	7	9	-1	-5
CCC(=O)c1ccc(OC(=O)N(C)c2ccccc2)cc1	0	0	11	6	3	0	-3	-6
COC(=O)C1=C(c2cccc(OCc3ccccc3)c2)C[C@@H]2CC[C@H]1N2C(=O)NCc1ccc(C(F)(F)F)cc1	0	22	19	4	-10	-8	-5	-6
O=S(=O)(c1ccc(F)cc1)N1CN2CCN(C2)C1	0	8	8	4	6	6	4	1
Cc1[nH]c2ccccc2c1/C=N/O	0	-5	2	4	2	-2	-6	-5
CCOC(=O)c1c(-n2c(C)cc(/C=C3\C(=O)NC(=O)N(C)C3=O)c2C)sc2c1CCCC2	-1	31	-7	-18	14	-5	1	-8

Remaining list, next part:
SMILES	SENP1 FRET inh	Apaf-1 inh	SENP8 block-1	UBC13 polyUb	SENP6 inh	SENP7 block	SENP8 block-2	APOBEC3G inh
CCCS(=O)(=O)N1CCC(C(=O)N2CCC3(CC2)OCCO3)CC1	1	-14	11	6	1	-4	1	-8
COc1cc2c(C(=O)O)c(C)n(C)c2cc1Br	-1	-2	-2	2	-3	6	0	-2
Cc1ccc(-n2c(C)nc3ccccc3c2=O)cc1C	2	-6	13	-6	-12	1	3	-3
COc1ccc(OC)c(CC(=O)O)c1	0	-29	22	6	-18	8	-2	-6
CC(=O)N1CCN(CCN=Cc2c(O)n(-c3ccc(F)cc3)c(=S)[nH]c2=O)CC1	1	0	20	0	3	4	5	-5
CCC(C)n1c(O)c(C=Nc2cccc(C(F)(F)F)c2)c(=O)[nH]c1=S (centres undefined)	0	5	19	14	-13	5	-3	-2
COc1cc2c(cc1OC)-c1c(OC)c(OC)cc3c1[C@H](C2)N(C)CC3	23	95*	28	-169	83*	52*	42	-5
O=C1NC(=O)N(c2cccc(Cl)c2)C(=O)/C1=C\c1ccc(Sc2nc3ccccc3[nH]2)o1	-16	0	-20	-6	13	6	2	17
CC(C)(O)[C@H]1O[C@H]2CC[C@@]3(C)[C@@](O)(CC[C@H]4Cc5c([nH]c6ccccc56)[C@@]43C)C2=CC1=O	.	21	.	24	-3	-3	3	-7
CCC(COC(=O)NC)NC(=O)Oc1cccc(C)c1 (centres undefined)	3	1	18	-5	-11	-10	-6	-1
COC(=O)C1=C(c2cccc3c2S(=O)(=O)c2ccccc2-3)C[C@@H]2CC[C@H]1N2C(=O)N1CCc2cc(OC)c(OC)cc2C1	0	27	20	-11	-3	1	-9	-11
CCC(C)N1C(=O)NC(=O)C2(Cc3c(ccc4ccccc34)N(C)C2)C1=O (centres undefined)	-29	65*	-28	-15	76*	16	11	12
COc1cccc(CN2CCNCC2)c1	1	2	18	1	-3	-5	-5	0
CC1C(c2cccs2)=[N+]([O-])C(C)(C(=O)c2cccs2)N1O (centres undefined)	1	-7	0	-6	-16	5	1	-4
CCn1c(O)c(/C(C)=N/N2CCCCC2c2cccnc2)c(=O)[nH]c1=S (centres undefined)	-3	12	-2	-10	-3	-7	-8	-5
NCCCN1CCN(c2ccccc2)CC1	3	-2	24	-7	-10	-5	-1	-4
CN1C(=O)C(C2(C#N)CCCCC2)C(=O)N(C)C1=O	0	-7	6	-14	7	3	9	-4
CC(CC(C#N)(c1ccccc1)c1ccccc1)N(C)C (centres undefined)	2	-1	12	8	5	10	2	1
CCOc1cc(/C=C2\C(=O)NC(=O)N(C)C2=O)cc([N+](=O)[O-])c1O	2	5	14	-28	-2	7	-2	4
O=c1c2ccccc2nc(CSc2ncnc3nc[nH]c23)n1-c1ccccc1Cl	-31	4	21	-5	-1	10	5	-1
Oc1ccc2c3c1O[C@H]1c4[nH]c5ccccc5c4C[C@@]4(O)C(C2)N(CC2CC2)CC[C@]314	.	-7	.	28	-12	8	-4	1
O=c1c2ccccc2nc(-c2cccs2)n1-c1cnccn1	-6	1	10	-4	-2	2	3	-1
CCOC(=O)C1(CCc2ccccc2)CCN(Cc2ccco2)CC1	0	-11	4	4	9	5	-5	-8
O=C1NC(=O)C(=Cc2ccc(-c3ccc(Cl)cc3)o2)C(=O)N1	1	14	2	-32	-14	-12	-4	-3
CC(=O)c1c(C)n(CC2CCCO2)c2ccc(O)cc12 (centres undefined)	2	-4	9	8	-17	3	6	-1
CCC(=NC1CC1)c1c(O)n(C2CCCCC2)c(=O)[nH]c1=O	1	11	4	2	1	9	1	1
Cn1cc[n+](C)c1P(=S)(c1ccccc1)c1ccccc1	2	-4	12	4	5	4	-3	10
Cc1ccc(OCC(=O)N2CCN(Cc3cccnc3)CC2)cc1	-1	-4	7	-7	-12	12	4	-5
COC(=O)C1=C(c2ccccc2)C[C@@H]2CC[C@H]1N2C(=O)NCC1CC1	2	-11	18	-1	-13	-9	5	-9
Cn1cc(C(=O)OCC(=O)N2CCCC2)c2ccccc21	2	7	0	-12	-7	-11	-3	-3
